Mcl1-Noxa inh – Mcl-1/Noxa interaction inhibition; TR-FRET Mcl-1/Noxa peptide binding, 2 h; 220,000 tested, 1.5% active; Q07820; inhibition, % at 21.7 µM;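 active = compounds that cut the protein-peptide binding signal by more than 50% relative to plate controls in a single-dose test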;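 note: His-tagged Mcl-1 with rhodamine Noxa BH3 peptide and terbium anti-His antibody; 0% = Mcl-1 plus Noxa peptide wells and 100% = peptide-only wells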
Target sequence (Q07820 whole entry, looked up): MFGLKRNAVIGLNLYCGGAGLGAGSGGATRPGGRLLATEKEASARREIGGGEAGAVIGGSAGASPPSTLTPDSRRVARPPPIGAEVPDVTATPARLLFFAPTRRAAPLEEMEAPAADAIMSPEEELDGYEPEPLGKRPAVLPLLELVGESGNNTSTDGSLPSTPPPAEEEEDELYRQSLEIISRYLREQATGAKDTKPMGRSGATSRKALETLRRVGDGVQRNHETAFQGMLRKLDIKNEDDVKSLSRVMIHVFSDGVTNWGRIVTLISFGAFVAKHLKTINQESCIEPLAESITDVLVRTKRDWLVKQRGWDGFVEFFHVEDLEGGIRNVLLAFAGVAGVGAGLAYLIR
RGS4-Gao reg – modulates binding of RGS4 to human Galphao; P09471; Multiplexed bead flow cytometry; actives lie on both sides; binding response (% of control), % at 10 µM; 220,000 tested, 0.33% active; in the data active = binding response below about 49% or above about 150%; inactive = in between;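 note: fluorescent Galphao activated with aluminum fluoride binding bead-coupled RGS4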
Pf gamet viab – P. falciparum stage V gametocyte viability inhibition | P. falciparum stage V gametocytes, ATP luminescence, 24 h | inhibition, % at 10.9 µM | 150,000 tested, 0.065% active | AID 743093;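 active = inhibition above the mean plus 3 SD of compounds within the control limits, set per campaign, cut at about 38% in these data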;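 note: 0% = DMSO wells and 100% = medium only without gametocytes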
GSH bead fluor – compound fluoresces at 488/530 nm on GSH beads; GSH beads flow cytometry, compound fluorescence 488/530 nm; active compounds read high; fluorescence (KMESF) at 10 µM; 190,000 tested, 0.25% active; AID 1776; in the data active = fluorescence above about 89;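 note: glutathione beads carrying GST-tagged Bcl family fusion proteins plus one bare bead set; values are compound well signal with DMSO vehicle wells as background; inactives centre near 16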
Mcl-1 Bim block – inhibitors of Bim-Mcl-1 interaction, human; Bead-based flow cytometry, Bim peptide-Mcl-1 binding; 190,000 tested, 0.1% active; inhibition, % at 10 µM; Q07820; in the data active = inhibition above about 40%;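 note: 0% = no compound tracer wells and 100% = peptide blocker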
ABCB1 inh – human ABCB1 inhibition, ABCG2 as counter-screen. P08183. CCRF-Adr cells, JC-1 efflux, flow cytometry. inhibition, % at 6.6 µM. 190,000 tested, 0.067% active. AID 1326; in the data active = inhibition above about 40%;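 note: 0% = vehicle and 100% = reference inhibitor; higher value means more JC-1 retained so stronger ABCB1 efflux block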
Mcl1-Bid inh – Mcl-1/Bid interaction inhibition | Q07820 | TR-FRET Mcl-1/Bid-Dy647 peptide binding, 1536-well | inhibition, % at 21.7 µM | 220,000 tested, 0.97% active | AID 1021;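 active = compounds that cut the binding signal by more than half at the single screening dose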;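 note: His-tagged Mcl-1 with europium anti-His antibody binding Bid BH3 peptide; 0% = Mcl-1 plus peptide wells and 100% = peptide-only wells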
RGS7-Gao reg – regulators of human RGS7-Galphao interaction; Multiplexed bead flow cytometry, RGS7-Galphao binding; actives lie on both sides; 220,000 tested, 0.35% active; binding response (% of control), % at 10 µM; P09471; AID 1439; in the data active = binding response below about 49% or above about 150%; inconclusive = no clear call, values can overlap the other calls; inactive = in between;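 note: fluorescent Galphao held in activated GDP-AlF4 state binding bead-coupled RGS7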
Avidin fluor – compound fluoresces at 488/530 nm on avidin beads; compound fluorescence 488/530 nm, flow cytometry; active compounds read high; fluorescence (KMESF) at 10 µM; 220,000 tested, 0.38% active; AID 1775; in the data active = fluorescence above about 47; note: inactives centre near 10
RGS8-Gao – regulators of human RGS8-Galphao interaction | AID 1423 | multiplexed bead flow cytometry, RGS8-Galphao binding; actives lie on both sides | 220,000 tested, 0.34% active | response (percent of control binding), % at 10 µM; in the data active = response below about 60% or above about 140%; inactive = in between;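 note: Galphao activated as the GDP aluminium fluoride complex binding bead-coupled RGS8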
ABCG2 block – blocks JC-1 efflux by human ABCG2 transporter. AID 1325. 190,000 tested, 0.1% active. IgMXP3 cells, flow cytometry. inhibition, % at 6.6 µM;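 active = inhibition above 80%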;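 note: 0% = DMSO and 100% = nicardipine control wells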
Target sequence (Q9UNQ0 whole entry, looked up): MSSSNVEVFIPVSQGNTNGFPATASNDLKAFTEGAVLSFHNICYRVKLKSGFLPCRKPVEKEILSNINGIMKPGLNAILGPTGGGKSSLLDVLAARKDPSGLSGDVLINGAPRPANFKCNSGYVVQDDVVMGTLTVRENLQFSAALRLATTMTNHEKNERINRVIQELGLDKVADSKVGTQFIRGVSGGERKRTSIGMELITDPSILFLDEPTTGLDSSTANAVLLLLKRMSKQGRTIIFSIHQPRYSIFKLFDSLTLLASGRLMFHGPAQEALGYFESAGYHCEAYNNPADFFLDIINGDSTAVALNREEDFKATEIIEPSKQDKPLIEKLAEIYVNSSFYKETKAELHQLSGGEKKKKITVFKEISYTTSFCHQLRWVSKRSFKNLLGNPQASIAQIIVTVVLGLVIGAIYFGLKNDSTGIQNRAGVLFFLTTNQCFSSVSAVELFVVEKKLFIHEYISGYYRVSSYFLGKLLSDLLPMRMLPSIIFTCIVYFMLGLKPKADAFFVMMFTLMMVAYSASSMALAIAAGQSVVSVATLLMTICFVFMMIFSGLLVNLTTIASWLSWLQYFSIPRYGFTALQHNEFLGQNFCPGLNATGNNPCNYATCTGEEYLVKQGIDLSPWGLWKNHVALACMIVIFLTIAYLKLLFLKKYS
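Measure – % inhibition of efflux relative to nicardipine and DMSO · Test system – ABCG2 IgMXP3 and barcoded ABCB1 CCRF-Adr cell mix · Control set – nicardipine as high control, DMSO as low control · Compound – one concentration, 6.6 µM final · Signal – flow cytometry of retained JC-1 fluorescence · Timing – 10 min exposure at 25 °C with rotation, no wash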
* = called active by the depositor; u = inconclusive; x = not tested or not shown.

The first 4 records, to show the layout:
SMILES	Mcl1-Noxa inh	RGS4-Gao reg	Pf gamet viab	GSH bead fluor	Mcl-1 Bim block	ABCB1 inh	Mcl1-Bid inh	RGS7-Gao reg	Avidin fluor	RGS8-Gao	ABCG2 block
CCOC(=O)C1=C(NC(=S)NC(=O)c2ccccc2)c2ccccc2CC1C(C)C (stereo not given)	21	102	2	26	-2	0.5	-15	98	6	107	2
COc1ccc(/C=N/NC(=O)c2ccc(NC(=O)c3ccccc3Br)cc2)cc1	2	109	x	22	1	-2.9	4	110	13	108	-14
CCc1nnc(NS(=O)(=O)c2ccc(N=Cc3c(C)[nH]n(-c4ccc(C)c(C)c4)c3=O)cc2)s1	21	89	-6	12	1	-1.4	-28	90	11	95	-10
CSc1nnc(C)c(/C=C/Nc2ccc(F)cc2)n1	8	96	2	12	7	1.3	-35	100	24	100	5

Main list (from the top)
SMILES	Mcl1-Noxa inh	RGS4-Gao reg	Pf gamet viab	GSH bead fluor	Mcl-1 Bim block	ABCB1 inh	Mcl1-Bid inh	RGS7-Gao reg	Avidin fluor	RGS8-Gao	ABCG2 block
CCOC(=O)C1=C(NC(=S)NC(=O)c2ccccc2)c2ccccc2CC1C(C)C (stereo not given)	21	102	2	26	-2	0.5	-15	98	6	107	2
COc1ccc(/C=N/NC(=O)c2ccc(NC(=O)c3ccccc3Br)cc2)cc1	2	109	x	22	1	-2.9	4	110	13	108	-14
CCc1nnc(NS(=O)(=O)c2ccc(N=Cc3c(C)[nH]n(-c4ccc(C)c(C)c4)c3=O)cc2)s1	21	89	-6	12	1	-1.4	-28	90	11	95	-10
CSc1nnc(C)c(/C=C/Nc2ccc(F)cc2)n1	8	96	2	12	7	1.3	-35	100	24	100	5
COc1ccc(C(=O)Nc2ccc(OCC(F)(F)C(F)F)c(C(F)(F)F)c2)cc1OC	-2	100	6	10	0	-0.1	-6	98	14	101	0
Cc1cc(C)cc(NS(=O)(=O)c2ccc3[nH]cc(C(=O)N4CCc5ccccc54)c(=O)c3c2)c1	17	98	13	6	0	0.0	-17	96	1	96	-1
Cc1ccc2nc(-c3ccc(N4C(=N)SC5CS(=O)(=O)CC54)cc3)sc2c1 (stereo not given)	11	100	-25	11	-6	-0.4	-2	101	21	101	13
CCOC(=O)c1ccc2ncc(C(=O)OCC)c(NCc3ccco3)c2c1	13	107	x	15	0	0.9	-11	103	10	103	1
C=CCNC(=O)CSc1nc2scc(-c3ccco3)c2c(=O)n1CC=C	9	96	5	x	x	x	-46	u	6	96	x
CCOc1ccc(C(=O)C(C)=O)c(OCC)c1	15	100	x	18	0	1.3	31	104	11	104	2
C=CCn1c(=O)/c(=C\c2ccsc2)s/c1=C(/C#N)C(=O)NCCN1CCOCC1	24	103	x	12	0	1.9	-7	96	8	100	3
O=C(c1cc2ccccc2oc1=O)N(Cc1cccs1)C1CCS(=O)(=O)C1 (stereo not given)	3	102	x	20	-6	0.5	-18	103	36	103	2
CCOc1cc(/C=N/NC(=O)c2ccncc2)ccc1OC(=O)c1ccc([N+](=O)[O-])cc1	13	94	x	6	1	1.5	-25	101	14	94	2
CC1CCc2nc(NC(=O)CN3CCN(c4ccc(F)cc4)CC3)sc2C1 (stereo not given)	13	97	-30	16	-4	2.2	9	97	35	95	7
Cc1sc(NC(=O)Cn2nc(C(F)(F)F)cc2C)c(C(=O)OC(C)C)c1C	-7	97	x	22	-4	0.5	-42	100	5	98	6
COc1cccc(C(=O)Nc2ccc(N3CCN(Cc4ccccc4)CC3)cc2)c1	6	103	x	55	-1	0.7	20	107	8	103	4
Cn1c(C(=O)NC2CCCCC2)cc2c(=O)n(C)c3ccccc3c21	-1	98	x	22	0	1.0	1	101	7	101	3
CCCCCC[n+]1c(-c2ccccc2)csc1Nc1ccccc1	7	98	-5	17	-6	0.3	-16	97	8	90	1
O=C(NN=C1C2CC3CC(C2)CC1C3)c1ccncc1	1	100	x	27	-5	0.5	-1	99	14	98	4
CC(=O)c1ccc(NC(=O)CNCC(c2ccccc2)N(C)C)cc1 (stereo not given)	24	99	-2	14	0	0.5	30	u	12	102	10
CCOC(=O)Cc1[nH]nc2c1C(c1cc(OC)ccc1OC)C(C#N)=C(N)O2 (stereo not given)	10	99	x	29	-4	3.0	-28	99	11	98	23
Cc1ccsc1/C=C1\SC(N2CCOCC2)=NC1=O	35	91	x	30	1	0.3	-16	93	6	97	7
Cc1cc(C(=O)OCC(=O)NCc2ccccc2)c(C)o1	9	96	12	14	2	1.2	-36	98	8	99	6
COc1ccc(NC(=O)C2CC(=O)N/C(=N/N=C/c3ccco3)S2)cc1 (stereo not given)	11	100	-2	x	x	x	-42	u	7	101	x
O=C1c2ccccc2C(=O)N1CC(O)CN1CCOCC1 (stereo not given)	2	105	-19	20	-3	0.8	-3	100	8	101	0
CC(NC(=O)c1ccc(N)cc1)c1ccccc1 (stereo not given)	-7	103	13	9	2	0.4	-49	110	10	104	24
CCCCCCN(C(=O)CCCCCN1C(=O)NC(c2ccc(-c3ccccc3)cc2)C(C(=O)OCc2ccccc2)=C1C)C(C(=O)NCCCC)c1ccc(O)c(C(=O)OC)c1 (stereo not given)	-8	103	x	x	x	x	-9	u	9	103	x
Cc1ccc(-c2csc3nc(CN(C)Cc4ccccc4)[nH]c(=O)c23)cc1	5	90	33	13	2	0.1	3	u	12	95	2
O=C(C1CCCN(S(=O)(=O)c2cccc3nonc23)C1)N1CCN(c2ccccc2Cl)CC1 (stereo not given)	6	103	-16	28	0	5.6	1	101	11	106	7
CCN1CCN(c2ccc(NC(=O)c3ccc(C#N)cc3F)cc2Cl)CC1	1	92	14	14	-5	-0.2	-39	90	12	100	8
CCOC(=O)N1CCN(C(=O)CS(=O)(=O)Cc2nc(-c3ccccc3C)oc2C)CC1	-9	102	x	15	-6	0.7	-7	102	29	102	2
Cc1cc(=O)[nH]c(N/N=C/c2c(O)n(-c3ccccc3)c(=O)c3ccccc23)n1	-14	98	x	8	-1	-1.1	-103	96	12	98	-12
COc1ccc(C(=O)NNC(=O)CSc2nnc(COc3ccc4ccccc4c3)n2C)cc1	-2	105	21	12	-3	0.3	-11	107	20	105	1
COc1cccc(N2CCN(C(=O)C3CCN(S(=O)(=O)c4cccs4)CC3)CC2)c1	25	100	x	70	-1	-0.3	-32	95	8	99	9
CCn1c(C)c(P(=O)(N2CCOCC2)N2CCOCC2)c2ccccc21	0	100	x	15	-2	1.0	-24	u	10	102	3
COc1ccc2cc(S(=O)(=O)NCCCN3CCOCC3)ccc2c1	-3	102	x	55	-4	0.4	-4	103	13	113	1
CCn1c(CSc2nc3ccccc3s2)n[nH]c1=S	11	101	x	23	-4	-1.8	-24	102	23	98	-10
O=C(NCCCn1ccnc1)c1noc2c1CCc1ccccc1-2	-6	101	x	24	-8	-0.1	-13	101	14	101	1
NC(=S)N/N=C1\CC(n2nnnc2-c2ccccc2)C2COC1O2 (stereo not given)	24	103	-2	x	x	x	-131	u	x	96	x
Cc1ccsc1CNC12CC3CC(CC(C3)C1)C2	6	96	4	13	-1	0.5	-16	99	11	100	1
Cc1cccc(Nc2nc3c(S(=O)(=O)c4ccccc4)nnn3c3ccccc23)c1	-41	95	-22	3	-2	-0.4	57*	97	12	104	4
CCOC(=O)N(C)OC(=O)Nc1ccc(Cl)c(Cl)c1	17	90	x	27	-4	1.1	10	92	10	90	5
C#Cc1ccc([C@@H]2C=C(C(=O)OCC=C)O[C@H](OCC)[C@H]2CCCO)cc1	-8	99	x	18	0	0.7	2	99	5	106	5
CCOC(=O)CSc1nnc(CSc2nc(N)c3c(C)c(C)sc3n2)n1-c1ccccc1	17	98	23	19	1	2.2	-16	103	12	101	27
CC(=O)c1cccc(NC(=S)NCc2ccco2)c1	23	103	28	18	-2	0.4	-42	98	9	101	3
COCc1cc(/C=N\NC(=O)c2ccc(Cl)cc2)ccc1OC	-2	108	x	11	-2	0.0	-18	100	16	107	13
CCN(c1ccc(NC(=O)COC(=O)c2cccs2)cc1)C(C)C	87*	104	x	11	0	0.5	-44	102	21	109	3
COc1ccc(OCCSc2nc(N)cc(=O)[nH]2)cc1	-9	99	-11	12	-7	0.1	-32	97	11	98	2
COc1cccc(OCC(O)CN2CCN(CCN3C(=O)c4cccc5cccc(c45)C3=O)CC2)c1 (stereo not given)	36	88	5	11	0	4.5	31	87	8	77	9
CCOc1ccccc1OCCOCCOc1c(Cl)cccc1Cl	4	102	x	10	-7	1.1	0	102	16	104	15
CC(=O)Nc1ccc(/C(C)=N/NC(=O)CN(c2ccccc2Br)S(C)(=O)=O)cc1	15	101	-9	13	-4	0.3	-11	100	15	104	5
CSC(=CC(=O)c1ccccc1)SC	11	96	x	16	0	0.0	-21	99	18	99	0
Cc1ccc(/C=N/n2c(C3CCCCC3)n[nH]c2=S)o1	25	105	17	15	-8	-0.9	-15	117	12	103	-6
CCN(CC)S(=O)(=O)c1ccc2oc(C(=O)NCC3COc4ccccc4O3)c(C)c2c1 (stereo not given)	-16	103	-2	36	0	2.4	-14	103	9	97	3
O=C(CNC(=O)Cn1ccc2ccccc2c1=O)NCCCN1CCCCCC1	-5	x	x	35	0	1.5	-19	x	x	x	0
CCN(CC)S(=O)(=O)c1cccc(NC(=O)COC(=O)c2cc(=O)c3ccccc3o2)c1	17	103	24	9	0	-0.1	3	97	8	107	0
O=C(CCC1(C(=O)O)CCC(=O)NC1)NCc1ccccc1 (stereo not given)	2	99	-12	42	-3	0.6	-20	99	15	99	2
CC1(C)C(=O)OC(c2ccco2)C(C)(C)C1=O (stereo not given)	-4	103	x	19	0	0.7	4	99	7	100	2
O=C(/C=C/c1cccc([N+](=O)[O-])c1)N(c1ccccn1)c1ccccn1	8	108	3	x	x	x	-3	u	10	104	x
Cc1cc(Sc2nc(NC(C)C)nc(NC(C)C)n2)nc(Cl)n1	26	102	-16	9	3	0.4	-20	110	34	110	3

Next section
SMILES	Mcl1-Noxa inh	RGS4-Gao reg	Pf gamet viab	GSH bead fluor	Mcl-1 Bim block	ABCB1 inh	Mcl1-Bid inh	RGS7-Gao reg	Avidin fluor	RGS8-Gao	ABCG2 block
CCOC(=O)C1(Cc2cccc(F)c2)CCN(CCCn2cccn2)CC1	-22	101	8	x	x	x	-8	u	6	101	x
CCn1c(O)c(N=Nc2ccc3ccccc3n2)c2ccccc21	19	96	-18	x	x	x	-7	u	4	100	x
Cc1ccc(CN2CC34C=CC(O3)C(C(=O)NCc3ccc5c(c3)OCO5)C4C2=O)cc1 (stereo not given)	1	90	x	25	1	-0.8	-22	91	6	94	0
CSCCC(NS(=O)(=O)c1ccc2[nH]c(=O)c(=O)[nH]c2c1)C(=O)O (stereo not given)	-16	90	-5	15	-3	0.2	-35	100	9	93	0
CCN(CC)S(=O)(=O)c1ccc(N2CCCC2)c(NC(=O)C2CCCCC2)c1	-2	98	-22	x	x	x	-24	u	x	102	x
O=c1cc(-c2ccccc2)[nH]n1-c1nc2ccccc2s1	-72	103	-10	41	1	-0.9	-90	95	14	103	-1
